CaV13 FRET inh: Primary screen for inhibitors of IQ motif and Ca2+-dependent inactivation inhibitor domain binding in CACNA1D, Förster resonance energy transfer in living cells, …; actives 0.098% (n = 340,000); AID 743397; inhibition, % at 12.3 µM; HEK cells, CFP/YFP FRET ICDI-IQ, plate reader, 10 min; percent FRET-ratio fall versus neutral wells;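 active = mean replicate inhibition of at least 30% and at least 1% of replicates passing that level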;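 also: 0% = median of the neutral control wells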
Peg3 promoter: inhibitors of Peg3 promoter; HeLa PEG-Prom luciferase reporter, luminescence, overnight; inhibition, % at 20 µM; actives 1.7% (n = 360,000);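 active = inhibition of at least 50% at 20 µM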
H9c2 protect: modulators protecting cardiomyocytes from myocardial damage. protection from H2O2 cell death, % at 20 µM. AID 588492. H9c2 cardiomyocytes, H2O2 injury protection, ATPLite, 2 h. actives 0.63% (n = 360,000);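 active = compounds giving at least 50% protection of heart cells from peroxide-induced death in the single-dose screen, raw or plate-pattern-corrected value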;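 also: 0% = DMSO wells with peroxide and 100% = DMSO wells without peroxide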
iPSC survival up: increases survival of single human iPS cells. hiPSC single-cell survival, ATPlite luminescence; 100% = ROCK inhibitor wells, 0% = DMSO. actives 0.044% (n = 360,000). survival enhancement, % at 20 µM. AID 602274; in the data active = survival enhancement above about 18%;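 also: cells exposed to compounds for 16 hours before the ATP read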
PDI inh: inhibitors of human protein disulfide isomerase. actives 0.052% (n = 350,000). P07237. PDI insulin aggregation turbidity, A650, 90 min. inhibition, % at 10 µM;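 active = mean inhibition across replicates of 30% or more, whatever share of single replicates reach that level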;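 also: absorbance from insulin aggregation driven by PDI reduction with DTT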
Target sequence (P07237 whole entry, looked up): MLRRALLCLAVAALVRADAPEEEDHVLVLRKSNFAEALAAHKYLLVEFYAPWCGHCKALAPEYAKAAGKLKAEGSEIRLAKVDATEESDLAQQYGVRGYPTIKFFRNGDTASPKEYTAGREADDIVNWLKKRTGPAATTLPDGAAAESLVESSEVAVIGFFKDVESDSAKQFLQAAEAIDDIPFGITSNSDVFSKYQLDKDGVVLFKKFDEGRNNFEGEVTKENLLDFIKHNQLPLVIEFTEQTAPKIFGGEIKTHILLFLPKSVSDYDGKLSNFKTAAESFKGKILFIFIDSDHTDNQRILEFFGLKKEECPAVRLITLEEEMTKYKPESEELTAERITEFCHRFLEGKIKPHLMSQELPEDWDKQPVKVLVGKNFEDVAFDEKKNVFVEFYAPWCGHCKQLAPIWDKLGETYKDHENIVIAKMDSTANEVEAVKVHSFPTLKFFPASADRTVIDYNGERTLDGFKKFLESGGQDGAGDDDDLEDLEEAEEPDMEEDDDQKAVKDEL
NR2E3 ag-1: human photoreceptor-specific nuclear receptor agonism; CHO-S Gal4-NCOR/VP16-NR2E3 two-hybrid, luciferase; inhibition of corepressor binding, % at 3.98 µM; actives 0.35% (n = 360,000); AID 602229; Q9Y5X4;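 active = inhibition above the mean of all tested compounds plus 3 SD, cut at about 70% in these data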;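 also: 0% = DMSO with NR2E3 transfected cells and 100% = cells lacking NR2E3 construct; higher means lower luciferase signal from less NR2E3 corepressor binding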
Target sequence (Q9Y5X4 whole entry, looked up, the tested form may be a part): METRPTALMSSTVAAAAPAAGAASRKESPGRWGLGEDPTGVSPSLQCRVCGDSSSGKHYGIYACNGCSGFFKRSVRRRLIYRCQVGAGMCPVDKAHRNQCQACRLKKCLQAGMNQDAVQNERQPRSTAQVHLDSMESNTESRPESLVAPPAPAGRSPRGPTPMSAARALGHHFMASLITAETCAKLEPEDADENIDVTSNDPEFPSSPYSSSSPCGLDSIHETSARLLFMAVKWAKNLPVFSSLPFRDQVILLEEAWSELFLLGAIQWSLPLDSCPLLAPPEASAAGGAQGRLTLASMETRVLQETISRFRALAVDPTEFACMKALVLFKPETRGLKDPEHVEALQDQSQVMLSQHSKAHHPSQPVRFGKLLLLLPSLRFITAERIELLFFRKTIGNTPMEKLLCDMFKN
Shn3 3UTR inh: inhibitors of Schnurri-3 3'UTR reporter in osteoblasts; Clone20 osteoblast Shn3 3'UTR firefly luciferase, 24 h; AID 588674; inhibition, % at 12.5 µM; actives 0.52% (n = 360,000);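 active = mean inhibition of at least 75% with every replicate also reaching 75%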;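 also: 0% = median of neutral control wells and 100% = pilot-screen positive control compound; some compounds past the cut are filed as inactive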
HIF-2a block: HIF-2a inhibition. actives 0.72% (n = 360,000). 786-0 RCC cells HIF-2a reporter, luciferase luminescence, overnight. inhibition, % at 18.8 µM;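 active = inhibition of the luminescence signal of 40% or more relative to plate controls, in a single-dose primary screen at 18.75 µM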
NR2E3 ag-2: NR2E3 (human) agonism; actives 0.12% (n = 320,000); Q9Y5X4; AID 2300; GST-NR2E3/biotin-RetCOR TR-FRET, 1536-well; inhibition of corepressor binding, % at 4.78 µM;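 active = percent inhibition above the cutoff of mean plus 3 SD of all tested compounds, set per screening campaign, cut at about 20% in these data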;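 also: 0% = DMSO wells and 100% = biotin wells as full block of FRET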
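Assay system: NR2E3–RetCOR corepressor complex. Quantity: 1.35 nM GST-NR2E3. Buffer or medium: pH 7.5 Tris-based buffer. Reagent: biotinylated RetCOR corepressor at 7 nM final. Schedule: 5 h at 4 °C. Detection: TR-FRET, emission read at 617 and 671 nm. Replicates: one well per compound, singlicate testing.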
MITF TRPM1 inh: reduces MITF-dependent TRPM1 promoter luciferase signal; SK-MEL-5 TRPM1 promoter luciferase, 24 h; inhibition, % at 12.5 µM; actives 0.83% (n = 330,000); AID 488899;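 active = mean inhibition across replicates of 60% or more, whatever share of single replicates reaches that level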; also: values of inactives mirror those of a sister screen read the other way
HTR2A ag: agonists of mouse serotonin 5-HT2A receptor (HTR2A); P35363; CHO-K1 mHTR2A beta-arrestin complementation, luminescence; percent of 30 µM serotonin response; activation, % at 7.6 µM; actives 0.66% (n = 360,000); AID 624169;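 active = activation above a run cutoff, the mean activation of all tested compounds plus 3 SD, cut at about 14% in these data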;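 also: 0% = plate median of compound wells and 100% = 30 µM serotonin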
* = called active by the depositor; . = no result given.

SMILES	CaV13 FRET inh	Peg3 promoter	H9c2 protect	iPSC survival up	PDI inh	NR2E3 ag-1	Shn3 3UTR inh	HIF-2a block	NR2E3 ag-2	MITF TRPM1 inh	HTR2A ag
CC1CCN(S(=O)(=O)c2ccc(NC(=O)CCN3C(=O)C4CC=CCC4C3=O)cc2)CC1 (centres undefined)	-13	1	-2	-0.6	6	-9	3	8	3	.	-4
COc1cc(CC(=O)Nc2cccc(S(=O)(=O)N(C)c3ccccc3)c2)cc(OC)c1OC	-6	15	-11	-0.3	3	45	71	14	.	23	3
CC(C)C(=O)NCCCc1ccccc1	.	0	4	-3.4	5	1	-21	2	2	8	3
O=C(CCl)NCCCN(C(=O)C(Cl)Cl)c1ccc([N+](=O)[O-])cc1	-4	-15	2	-0.6	6	-6	.	0	1	21	-3
O=C(NCCN1CCN(c2ccccc2)CC1)c1ccc(NC(=O)C2CCCO2)cc1 (centres undefined)	-4	14	3	-1.7	11	-12	-6	17	2	-4	10
O=C(CCC1CCCN(C2C3CC4CC(C3)CC2C4)C1)NCc1ccc(F)c(F)c1 (centres undefined)	-7	18	-2	-0.5	1	31	-7	9	3	-4	4
CN1C(=O)NC(c2ccccc2[N+](=O)[O-])C2=C1CC(C)(C)CC2=O (centres undefined)	-3	12	5	-0.6	3	11	11	8	0	11	2
CCN(CC)CCN(C(=O)Cn1nnc(-c2ccc(OC)c(OC)c2)n1)C(C(=O)NC1CCCC1)c1ccc(F)cc1 (centres undefined)	-6	4	-8	1.1	1	-6	-5	5	-1	6	6
CCS(=O)(=O)NC(C)C(c1cccs1)N1CCN(c2ccc(OC)cc2)CC1 (centres undefined)	6	5	-5	-1.0	.	-13	1	11	-3	2	5
Cc1ccc2[nH]c(=O)c(-c3nc4c(C)cccn4c3NCc3ccco3)cc2c1	-5	-23	-19	1.3	-12	-29	9	-73	5	7	3
C/C(=N/Nc1ccccc1[N+](=O)[O-])c1ccc(C)c([N+](=O)[O-])c1	-3	-28	1	-0.3	-5	20	-27	-9	.	-22	-1
CCOC(=O)Cc1csc(NC(=S)NC(=O)c2ccc(F)cc2)n1	.	1	-22	-1.8	-1	5	-17	86*	0	10	-2
C[C@@H]1CN([C@H](C)CO)C(=O)c2c(c3ccccc3n2C)-c2ccccc2CO[C@@H]1CN(C)Cc1ccc(O)cc1	-6	4	1	-0.6	21	-28	10	-9	.	.	4
CCOC(=O)C1(Cc2ccccc2)CCN(Cc2ccc3cc(NC(C)=O)ccc3n2)CC1	-6	4	3	0.2	-2	-12	8	-8	5	-8	-3
Cc1cccc(CCNC(=O)c2cccc(N3CCCC3=O)c2)c1	-4	-241	6	-0.1	0	-122	-94	-167	-3	-42	0
CCOC(=O)C(C)N1CC(=O)N(c2ccccc2)C1=O (centres undefined)	-3	14	5	-0.5	-3	-62	-7	13	5	1	9
CCc1ccc(C(=O)NNC(=O)Cn2c(=O)cnc3ccccc32)cc1	-3	-9	-6	-0.3	-10	-1	-12	3	4	-15	-1
O=C(NCCN1C(=O)C2C3C=CC(C3)C2C1=O)NCc1ccccc1 (centres undefined)	-4	-1	12	-0.9	.	-19	-10	8	4	-9	-4
CCOC(=O)N1CCN(C(=O)CSCc2nc(-c3ccccc3C)oc2C)CC1	-4	24	-3	0.6	1	10	18	8	0	0	3
COc1ccc(/C(C)=N/NC(=O)c2sccc2-n2cccc2)cc1	2	-63	-1	-0.3	2	-13	-13	-167	0	-5	-5
COc1ccc(C(C)(C)C)cc1NC(=O)c1ccc2c(c1)SC1=NS(=O)(=O)CCN12	-4	5	7	1.4	-6	-9	0	1	1	-14	0
COc1ccccc1N1CCN(C(=O)C(Sc2ccccc2)c2ccccc2)CC1 (centres undefined)	.	52*	-1	2.4	4	6	9	24	9	14	-2
O=C(COc1ccccc1-c1ccccc1)NNC(=O)NC1CCCCC1	3	30	-14	-2.9	2	-19	20	10	2	7	-5
O=[N+]([O-])c1cc2c(cc1CN1CCN(c3ccc(F)cc3)CC1)OCO2	0	16	-7	1.2	5	8	-2	6	1	0	-15
CC1CCCN(C(C(=O)Nc2ccc3c(c2)OCCO3)c2ccccc2)C1 (centres undefined)	-4	11	-6	1.2	-5	-16	-7	-6	1	-8	7

Reprinted from the part before: 2 compounds; new compounds follow.
SMILES	CaV13 FRET inh	Peg3 promoter	H9c2 protect	iPSC survival up	PDI inh	NR2E3 ag-1	Shn3 3UTR inh	HIF-2a block	NR2E3 ag-2	MITF TRPM1 inh	HTR2A ag
O=[N+]([O-])c1cc2c(cc1CN1CCN(c3ccc(F)cc3)CC1)OCO2	0	16	-7	1.2	5	8	-2	6	1	0	-15
CC1CCCN(C(C(=O)Nc2ccc3c(c2)OCCO3)c2ccccc2)C1 (centres undefined)	-4	11	-6	1.2	-5	-16	-7	-6	1	-8	7
COc1ccc(-c2ccc(-c3nnn(CC(=O)N4CCOCC4)n3)cc2)cc1	-5	-128	-15	-4.2	13	-50	-31	-146	2	-40	-3
CNc1nc(N)c([N+](=O)[O-])c(NCCO)n1	-5	15	-1	-0.1	-13	4	3	11	-1	3	1
CCOC(=O)c1ccc(NC(=O)COc2ccccc2CNCCc2ccccc2)cc1	3	98*	-23	-2.7	-1	32	0	-8	-2	-2	-9
Cn1cnc(S(=O)(=O)N2CCN(c3cccc(C(F)(F)F)c3)CC2)c1	-4	6	-2	-0.2	-9	18	4	11	-2	-1	-5
O=C(CN1C(=O)CSC1=O)Nc1ccccc1F	-4	-9	4	0.4	-1	-43	11	1	1	5	4
O=C(C1CC(=O)N(c2ccc3c(c2)OCCO3)C1)N1CCN(Cc2ccccc2F)CC1 (centres undefined)	-2	-5	7	-0.6	5	-8	16	7	1	-3	-2
COc1ccccc1/C=C1\SC(=S)N(CCC(=O)NCCc2ccc(O)cc2)C1=O	-4	40	7	-0.1	4	10	1	11	0	-1	-6
CCN(CC)c1ncnc2ccc(Br)cc12	-8	15	-14	-3.1	0	-34	24	19	4	12	0
CC(C)(C)c1cc(CN2CCN(CCC#N)CC2)cc(C(C)(C)C)c1O	-6	-21	2	1.4	13	-28	6	19	-1	6	6
Cc1ccccc1C(=O)Nc1ccc(C(=O)N/N=C/c2ccc(O)c(Br)c2)cc1	-11	12	7	2.4	5	-9	23	1	3	10	-4
COc1cc(C(=O)NNC(=O)CSc2nnc3ccccn23)cc(OC)c1OC	-2	16	4	-0.7	10	-8	4	1	3	-2	-1
COc1ccc(Cl)c(NC(=O)NCCN2CCN(c3ccccc3)CC2)c1	0	5	-2	0.0	-2	7	9	14	-6	1	-5
O=C(Nc1cccnc1)c1ccc(Cl)c([N+](=O)[O-])c1	-5	6	-3	0.8	-7	-9	-10	11	-1	12	6
C=C(C)Cn1c(-c2cccc([N+](=O)[O-])c2)n[nH]c1=S	-7	-4	-1	2.8	5	-16	4	11	-3	-3	4
COc1ccc(C(=O)CN2C(=O)c3ccccc3C2=O)c(OC)c1C	-8	-10	-3	2.7	3	3	-9	-3	-2	-2	-3
Cc1ccc(Cl)cc1NC(=O)CN1CCOCC1	-1	11	-3	0.0	-1	-14	-3	12	-2	2	-4
CCSC(=Nc1ccccc1)C1=C(O)COC1=O	-4	5	6	-1.9	-6	-37	-1	4	3	12	4
C[C@@H]1CN([C@@H](C)CO)C(=O)c2cc(C#Cc3ccccc3)cnc2O[C@H]1CN(C)C(=O)c1ccccc1F	-9	-7	25	-1.8	2	-11	11	3	.	.	-1
c1ccc(CCSc2nccn2-c2ccccc2)cc1	-5	-270	-17	-1.5	-17	-205	-99	-207	0	-82	-6
Cc1nc(-c2cc(C#N)c(=O)[nH]c2C)cs1	-4	23	42	-0.8	-1	15	-23	14	0	8	1
CC1Sc2ccc(C(=O)NCc3ccccc3Cl)cc2NC1=O (centres undefined)	-6	-49	7	-0.4	-5	-22	-7	-88	.	-30	7
S=C(Nc1ccccc1)Nc1nc2ccccc2n1CCOc1ccccc1	-6	40	8	1.3	4	2	-7	90*	0	20	-15
COc1ccc(NC(=O)c2ccco2)cn1	-3	-62	5	-0.7	3	-8	-14	-126	3	-25	0
O=C(CCCN1C(=O)c2ccccc2C1=O)Nc1ccc(S(=O)(=O)N2CCCCC2)cc1	1	6	-2	0.5	11	18	6	-16	3	3	-8
COc1ccc(NS(=O)(=O)c2cc(NC(=O)c3cnccn3)ccc2N2CCCC2)cc1	-2	10	7	-0.5	5	-12	-9	10	-4	-6	-5

Whole records, quoted from the list. Values in the order: CaV13 FRET inh	Peg3 promoter	H9c2 protect	iPSC survival up	PDI inh	NR2E3 ag-1	Shn3 3UTR inh	HIF-2a block	NR2E3 ag-2	MITF TRPM1 inh	HTR2A ag
Profile of `C=C(C)Cn1c(-c2cccc([N+](=O)[O-])c2)n[nH]c1=S` : -7	-4	-1	2.8	5	-16	4	11	-3	-3	4
Profile of `O=C(Nc1cccnc1)c1ccc(Cl)c([N+](=O)[O-])c1` : -5	6	-3	0.8	-7	-9	-10	11	-1	12	6

New compounds follow:
SMILES	CaV13 FRET inh	Peg3 promoter	H9c2 protect	iPSC survival up	PDI inh	NR2E3 ag-1	Shn3 3UTR inh	HIF-2a block	NR2E3 ag-2	MITF TRPM1 inh	HTR2A ag
CCOC(=O)N1CCN(S(=O)(=O)c2ccc(C(=O)NNc3nc4c(C)cc(C)cc4s3)cc2)CC1	-10	56*	48	-0.5	.	-31	9	8	1	.	-3
CCn1cnc2cc(NCc3cccs3)ccc21	-7	-103	4	0.5	-2	-18	-41	-153	-2	-23	-3
COc1cccc(OC)c1C(=O)Nc1cccc(-c2ccc(N3CCOCC3)nn2)c1	-2	-193	-16	-0.4	-8	-50	-59	-136	1	-84	0
CCOC(=O)N1CCN(C(=O)CSCc2ccccc2Cl)CC1	-7	-91	-2	-1.0	9	-34	-12	-101	1	-37	4
CNC(=O)c1ccc(Nc2nnc(C)c3ccccc23)cc1	-4	5	-4	-2.1	-10	26	-6	-23	-1	-12	3
Cc1ccccc1C(=O)Nc1ccccn1	.	-36	6	-2.6	-6	-29	-4	-20	-5	0	1
Cc1c(C)n2c(SCC(=O)Nc3cccc4ccccc34)nnc2[nH]c1=O	-16	10	-1	0.1	-3	-23	-6	6	0	5	12
Cc1nn(-c2ccccn2)c2nc(-c3cccs3)cc(C(=O)N3CCOCC3)c12	.	-1	18	5.9	3	3	8	-5	2	-28	4
O=C(Nc1ccccc1-c1ccccc1)c1cc(C(F)(F)F)cc(C(F)(F)F)c1	-3	2	-5	2.3	-10	7	-26	16	-1	0	1
Cc1cc2[nH]c(=O)c(=O)[nH]c2cc1S(=O)(=O)NCc1ccccc1	2	3	-3	-0.6	12	-4	8	3	2	-6	7
CCn1c(SCC(=O)N2CCOCC2)nc2sc3c(c2c1=O)CCCC3	-4	21	9	-0.7	0	-6	19	10	0	7	-1
CN(C)CCN(C(=O)c1ccc2c(c1)OCCO2)c1nc2cc3c(cc2s1)OCO3	.	-92	17	-0.6	-2	-18	9	-69	2	-29	-5
COc1ccc(OCCC(=O)c2ccc(OC)cc2)cc1	1	1	-14	-0.4	10	7	-1	10	1	-4	0
